High-throughput results from PubChem.
TSHR antag: blocks TSH signaling through the human TSH receptor | TSHR-expressing cells, TSH-stimulated cAMP HTRF, 2 h; stronger effect = lower value | activity change, negative = inhibition, % at 11.5 µM | 330,000 tested, 0.2% active | AID 504810;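 active = activity change below a set negative limit, meaning inhibition stronger than a set level, cut at about -70% in these data; inconclusive = activity change between two set negative limits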; also: % is scaled to controls: 0 for no effect and ±100 for the full control effect
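Antagonism was scored as loss of TSH-driven cAMP in TSHR cells, stimulated with 4nM TSH (EC80) for 2 hours at 37 deg C and detected by homogeneous HTRF competition immunoassay.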
Eya2 phos inh: blocks the phosphatase activity of human Eya2. O00167. recombinant Eya2, OMFP fluorescence dephosphorylation (OMFP is methylfluorescein phosphate). Potency, µM (series often up to 76.9 µM), inactives show top-dose activity, negative = inhibition, actives largely listed as inhibitors. 330,000 tested, 0.006% active. AID 488837; also: potency is read from the fitted curve at half-maximal effect; % is scaled to controls: 0 for no effect and ±100 for the full control effect
Target sequence (O00167 whole entry, looked up): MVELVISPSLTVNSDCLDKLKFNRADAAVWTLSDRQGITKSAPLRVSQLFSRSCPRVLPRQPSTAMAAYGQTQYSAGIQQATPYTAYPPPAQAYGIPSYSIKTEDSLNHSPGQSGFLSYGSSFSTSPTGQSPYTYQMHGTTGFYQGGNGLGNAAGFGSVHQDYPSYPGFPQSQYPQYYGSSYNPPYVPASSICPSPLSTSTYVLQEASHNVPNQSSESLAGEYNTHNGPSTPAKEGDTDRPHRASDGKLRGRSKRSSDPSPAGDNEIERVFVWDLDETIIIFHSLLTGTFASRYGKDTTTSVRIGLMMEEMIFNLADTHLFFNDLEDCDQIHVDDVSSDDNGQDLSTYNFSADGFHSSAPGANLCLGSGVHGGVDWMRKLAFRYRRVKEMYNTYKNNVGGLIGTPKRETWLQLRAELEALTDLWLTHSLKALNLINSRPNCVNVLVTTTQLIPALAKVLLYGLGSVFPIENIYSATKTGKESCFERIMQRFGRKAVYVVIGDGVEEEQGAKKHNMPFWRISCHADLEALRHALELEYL
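Eya2 (0.2 uM) preincubated 10 min at ambient with compound, then OMFP substrate added at 50 uM; 10 min reaction in 50 mM HEPES pH 7.5, 50 mM NaCl, 5 uM MgCl2, 0.05% BSA, 1 mM DTT. Fluorescence read at Ex 485/Em 525 nm.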
Mito fusion act: inhibitors of mitochondrial division or activators of mitochondrial fusion; S. cerevisiae fusion-defective mutant growth rescue, CellTiterGlo 48 h; Potency, µM (series often up to 46.1 µM), for inactives: top-dose growth rescue (activation), hits mostly activators; 320,000 tested, 0.23% active; AID 485298;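 also: potency is read from the fitted curve at half-maximal effect; % of control where 0% means no effect; nearly all actives have a fitted effect of over 45% in size; temperature-sensitive fusion mutants such as fzo1-1 at 37 °C on non-fermentable ethanol glycerol medium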
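Luminescent cell viability in 1536-well qHTS format served as the measure of rescued growth in ts fusion-mutant S. cerevisiae cultured on non-fermentable YPEG for 48 hours at 37C.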
USP2a inh: inhibitors of human ubiquitin-specific protease USP2a; O75604; USP2 core, Ub-CHOP2 coupled fluorogenic reporter, 485/531; Potency, µM (highest dose often 38.3 µM), for inactives: at the top dose activity change, negative = inhibition, hits mostly inhibitors; 330,000 tested, 0.01% active; AID 463254;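 also: potency is read from the fitted curve at half-maximal effect; plate controls were DMSO wells for no effect and full inhibition by NEM control for full effect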
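Cell-free coupled assay: 10nM USP2 core preincubated 30min RT with compound in Tris-HCl pH 8.0/CaCl2/CHAPS buffer, then 25nM Ub-CHOP2 and 25nM reporter substrate; fluorescence (Ex 485/Em 531) read after 60min RT, normalized to NEM inhibition, concentration-response curves fitted.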
BCR signal inh: inhibitors of chronic active B-cell receptor signaling | ABC-DLBCL IkBa-CBG/CBR reporter, luminescence ratio, 4 h | Potency, µM (top dose mostly 46.1 µM), inactives show top-dose ratio change, negative = lower green/red ratio, usual class: inhibitors | 340,000 tested, 0.05% active | AID 493014; active = well fitted inhibition curve with a large enough effect in the signal ratio, with a control signal flat, not every such curve was filed as active; inconclusive = small, poorly fitted or top-dose-only effect, or effect the other way, or a change in a side signal; the % refers to the signal ratio;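 also: potency is read from the fitted curve at half-maximal effect; plate controls were basal doxycycline-induced cells for no effect and cells given 10 µM MG132 for full effect; MG132 reads +100%, hits lower the ratio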
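Cell line TMD8 (human ABC DLBCL), stably expressing tet-inducible CBG68-IkBa fusion and CBR; IMDM/0.5% FBS; cpd up to 46 uM; dox induction, 4 h, 37C/5% CO2; dual luminescence; green/red ratio; MG132 control.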
TCR act: activates T cell receptor signaling; primary human leukocytes, anti-CD3, IL-2 HTRF, 48 h; Potency, µM (highest dose often 9.22 µM), for inactives: at the highest dose activation of IL-2 secretion, hits mostly activators; 330,000 tested, under 10 active; also: % of control where 0% means no effect
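IL-2 produced over 48 hr by a-CD3 bead-stimulated primary human leukocytes exposed to compounds was detected with a homogeneous time-resolved FRET immunoassay, 665nm acceptor signal after 320nm excitation.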
TSG101-PTAP inh: blocks PTAP/TSG101 interaction to inhibit HIV-1 budding; Fluorescence polarization, FITC-PTAP peptide / Tsg101 binding; Q99816; 340,000 tested, under 10 active; AID 493005; Potency, µM (highest dose often 115 µM), without a hit: at the top dose activity change, negative = inhibition, most hits filed as inhibitors; active = well fitted inhibition curve with a large enough effect in the main read-out, with a control signal flat, not every such curve was filed as active; inconclusive = small, poorly fitted or top-dose-only effect, or effect the other way, or a change in a side signal; inactive = no such curve, though single readings can be large or run the other way; also: potency is read from the fitted curve at half-maximal effect; % of control where 0% means no effect
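Steps: Tsg101 binding domain dispensed (10 uM final), compounds pinned in DMSO, FITC-labeled PTAP-motif peptide added (50 nM final); after 20 min binding at room temperature, polarization measured.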
uPA generation: inhibitors of cell surface uPA generation; cell surface uPA generation assay, qHTS; AID 540303; 330,000 tested, 0.31% active; Potency, µM (doses to about 38.3 µM), for the others: top-dose activity change, negative = inhibition, hits mostly inhibitors; active = well fitted inhibition curve with a large enough effect; inconclusive = small, poorly fitted or top-dose-only effect; inactive = no such curve, though single readings can be large or run the other way; tested in mouse RAW 264.7 cells; also: potency is read from the fitted curve at half-maximal effect; % is scaled to controls: 0 for no effect and ±100 for the full control effect; nearly all actives have a fitted effect of over 55% in size
ELG1 repair inh: inhibitors of ELG1-dependent DNA repair in HEK293T cells. HEK293T ELG1-luciferase reporter, luminescence, 16 h; DNA damage induced by 5-fluorouridine. Potency, µM (highest dose often 46.1 µM), for inactives: at the top dose activity change, negative = inhibition, actives largely listed as inhibitors. 330,000 tested, 2.3% active; also: potency is read from the fitted curve at half-maximal effect; % is scaled to controls: 0 for no effect and ±100 for the full control effect; nearly all actives have a fitted effect of over 55% in size
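Luminescence from the luciferase reporter, measured 30 min after ONE-Glo reagent at room temperature, was the read-out. Beforehand, 2,000 cells per well were exposed for 16 hr at 37 °C to 5-fluorouridine together with compound or vehicle.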
B2AR arrestin: recruits beta-arrestin to the human beta2-adrenergic receptor. beta-arrestin recruitment to beta2AR, cell-based reporter. Potency, µM (top dose mostly 46.1 µM), for the others: at the highest dose activation, most hits filed as activators. 330,000 tested, 0.02% active. AID 492947;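 also: potency is read from the fitted curve at half-maximal effect; 0% = DMSO controls and full agonism = EC100 isoproterenol or metaproterenol; nearly all actives have a fitted effect of over 65% in size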
Target sequence (P07550 whole entry, looked up): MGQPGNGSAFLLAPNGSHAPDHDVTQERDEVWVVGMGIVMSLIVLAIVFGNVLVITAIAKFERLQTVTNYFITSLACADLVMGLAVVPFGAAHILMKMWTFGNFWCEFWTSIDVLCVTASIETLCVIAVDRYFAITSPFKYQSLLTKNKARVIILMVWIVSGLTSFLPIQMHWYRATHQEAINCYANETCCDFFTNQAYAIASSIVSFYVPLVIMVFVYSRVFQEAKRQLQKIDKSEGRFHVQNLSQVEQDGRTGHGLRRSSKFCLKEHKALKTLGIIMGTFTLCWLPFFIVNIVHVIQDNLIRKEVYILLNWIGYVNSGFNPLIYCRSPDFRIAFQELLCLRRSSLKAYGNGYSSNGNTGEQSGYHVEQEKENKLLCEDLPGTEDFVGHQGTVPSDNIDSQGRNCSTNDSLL
Tb PFK block: inhibitors of T. brucei phosphofructokinase | Potency, µM (titrated, usually from 57.5 µM), inactives show top-dose activity, negative = inhibition, usual class: inhibitors | 330,000 tested, 0.17% active | AID 485367 | T. brucei PFK, ADP-Glo luminescence;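 also: potency is read from the fitted curve at half-maximal effect; 0% = uninhibited 1x PFK enzyme wells and -100% = no-enzyme wells; nearly all actives have a fitted effect of over 60% in size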
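Activity is normalized to no-enzyme wells (full inhibition) and 1.25 nM enzyme wells (no inhibition). Reaction: 0.5 mM F6P, 0.1 mM ATP, 45 min RT, ADP-Glo luminescence; concentration-response curves fitted and classed by quality.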
Numbers without * were called inactive; ? = inconclusive; / = no result given; [ ] = another dose, or the depositor's remark. Unless noted, calls follow the shape of the dose curve; as a rule, active = well fitted curve in the direction sought with a large enough effect; inconclusive = small, poorly fitted or top-dose-only effect, or another doubt; inactive = no such curve, though single readings can be large; an effect the other way counts as inactive or inconclusive. This is a random part of the collection, and some 3% of all compounds hit somewhere here.

Fields – TSHR antag, Eya2 phos inh, Mito fusion act, USP2a inh, BCR signal inh, TCR act, TSG101-PTAP inh, uPA generation, ELG1 repair inh, B2AR arrestin, Tb PFK block
CCN(CC)S(=O)(=O)c1cc(C(=O)OCC(=O)c2ccc3c(c2)NC(=O)CO3)ccc1F
  -7, -13%, 1%, -2%, -7%, 1%, 0%, -2%, ?, -0.9%, 0%
COc1ccc(O)c(-c2cc(-c3cccc(Br)c3)n[nH]2)c1
  1, -32%[15.4 µM], 13%, -11%, 2%, 1%, -4%, 1%, ?, 0.3%, 1%
CCN(CCCNC(=O)CNC(=O)c1nn(-c2ccc(OC)cc2)c(=O)c2ccccc12)c1cccc(C)c1
  -3, 2%, -1%, 3%, 4%, -7%, 0%, 1%, -24%, -0.1%, -1%
Cc1nc(CC(=O)c2c(C)cc(O)cc2O)cs1
  -14, 11%, -1%, 1%, 0%, 10%, -10%, -2%, ?, 0.3%, -4%
Cc1c(C(=O)NC2CCCc3ccccc32)oc2ccccc12 (configuration not stated)
  -17, 14%, 13%, 1%, ?, -10%, -7%, -4%, -16%, 0.1%, 2%
COc1ccccc1OCC(=O)NCCNC(=O)COc1ccccc1OC
  1, 5%, 0%, 0%, -1%, 0%, -1%, 1%, 7%, 0.0%, 5%
CCn1c(SCC(=O)c2cc(C)n(CC3CCCO3)c2C)nc2ccccc21 (configuration not stated)
  -9, -5%, 3%, 0%, ?, 3%, -7%, -2%, ?, -0.1%, -1%
CSc1ncc(-c2ccccc2)cn1
  -6, -22%, -6%, 9%, 0%, /, -5%, -2%, 14%, 0.1%, 1%
CC(C)Oc1cccc(C(=O)C2CCCN(C(=O)c3csnn3)C2)c1 (configuration not stated)
  7, -8%, -4%, 3%, -5%, /, -2%, -2%, -14%, 0.4%, -3%
Cn1c(=O)c2c(ncn2CC(=O)N2CCN(S(=O)(=O)c3ccc(Cl)cc3)CC2)n(C)c1=O
  10, 0%, 1%, -1%, 0%, -10%, 0%, 1%, -16%, -0.3%, -1%
C=CCOc1ccc(C2/C(=C(\O)c3ccc4c(c3)OCCO4)C(=O)C(=O)N2CCCN2CCOCC2)cc1 (configuration not stated)
  -15, 3%, 5%, 6%, 3%, -4%, -2%, -1%, 9%, 0.5%, 1%
COCCn1nnnc1C(C(C)C)N1CCOCC1 (configuration not stated)
  7, -6%, 3%, -4%, 0%, -6%, -1%, 11%, 7%, 0.1%, 2%
Cc1cc(C)c2c(c1)[C@@H]1C=CC[C@@H]1[C@H](c1ccc(S(=O)(=O)N3CCOCC3)cc1)N2
  -8, 6%, 1%, -5%, -1%, -6%[46.1 µM], -2%, -1%, 3%, 5.8%, -6%
CCN(C(=O)/C=C/c1cc(OC)c(OC)c(OC)c1)C1CCCCC1
  -10, 5%, 6%, 4%, -1%, 2%, -1%, -33%, ?, -0.8%, 2%
O=C1CCC(=O)N1c1ccc(S(=O)(=O)Nc2ccc(Br)cc2)cc1
  20, -3%, 13%, 4%, 1%, 0%, -12%, 1%, 0%, 0.2%, 2%
C/C(=N\NC(=O)c1nnn(-c2nonc2N)c1C(C)C)c1cc(C)sc1C
  -21, -13%, 32µM*, -4%, 15%, 2%, -6%, 7%, 1%, -0.3%, 0%
O=S(=O)(c1ccccc1)N(CC(O)Cn1c2ccccc2c2ccccc21)c1ccccc1 (configuration not stated)
  -7, 4%, 20%, -3%, ?, 1%, -1%, -10%, ?, -1.0%, -5%
Cc1ccc(CN2CCC(NC(=O)c3ccccc3)CC2)cc1
  1, 8%, 12%, 4%, -1%, -1%, 1%, -1%, -11%, 0.1%, 1%
O=C1CSC(=S)N1c1cccnc1
  -3, 7%[15.4 µM], -2%, -2%, 0%, 7%, 2%, -1%, 4%, 0.1%, 7%
O=C(CSc1nnc(NC(=O)Cc2ccccc2)s1)NCC1CCCO1 (configuration not stated)
  6, -19%, -6%, -1%, 8%, 6%, -5%, 1%, 5%, 0.1%, -9%
CCOC(=O)[C@H]1[C@H]2COc3ccc(Cl)cc3[C@@H]2N2C(=O)c3ccc(C)cc3NC(=O)[C@@]12C
  -13, -13%, ?, -2%, -7%, -3%, -2%, -3%, 20%, 8.0%, -7%
COC(=O)c1cc(Cl)c(NC(=O)/C=C/c2ccc(OC)c(OC)c2)cc1OC
  -9, -10%, 6%, 1%, 9%, /, /, 11%, ?, 0.0%, 1%
COc1ccc(N(C(=O)c2ccncc2)S(=O)(=O)c2ccc3c4c(cccc24)C(=O)N3C)cc1
  6, 19%, 5%, 1%, ?, -12%, -2%, -11%, -7%, -0.3%, 0%
CCC(C)(C)NC(=O)C(C(C)C)N(CC1CCCO1)C(=O)CNS(=O)(=O)c1ccccc1 (configuration not stated)
  /, -15%, 2%, 0%, -1%, -4%, -3%, -1%, 13%, -0.3%, 5%
CN(Cc1ccco1)S(=O)(=O)c1cc(F)ccc1CN1C(=O)c2cccnc2C1=O
  19, 8%, -11%, 3%, ?, 1%, 2%, -5%, 29%, 0.4%, -2%
COc1ccc(NC(=O)Cn2c(=O)n(CC3CCCO3)c(=O)c3ccccc32)c(OC)c1 (configuration not stated)
  9, -10%, -1%, 5%, 4%, -7%, -4%, 0%, -2%, -0.2%, -2%
CCCCN(C(=O)c1ccc(OC)c([N+](=O)[O-])c1)c1c(N)n(CCC)c(=O)[nH]c1=O
  28, 0%, -6%, 3%, 3%, 5%, 5%, 0%, 7%, -0.5%, -4%
O=C(CSc1nc2ccccc2c(=O)[nH]1)Nc1ccccc1O
  -3, 2%, 9%, 0%, ?, 3%, 2%, -5%, 27%, 0.1%, 0%
Cc1oc2c(c(C)cc3oc(=O)c(CC(=O)NCCCN4CCCC4=O)c(C)c32)c1C
  -8, -1%, 0%, 0%, -1%, -4%, -1%, -10%, -11%, -0.7%, 0%
O=C(N/N=C(\Cc1ncc[nH]1)c1ccccc1)c1ccccc1
  8, -8%, 9%, 0%, ?, /, /, /, ?, -0.1%, -1%
CCCn1c(SCC(=O)Nc2ccc(Cl)cn2)nnc1C1CC1
  10, 18%, 1%, -2%, 13%, 0%, -4%, 2%, -6%, -0.4%, 0%
CCCCN(CCCC)S(=O)(=O)c1ccc(NC(=O)c2cccs2)cc1
  -9, 4%, 14%, 1%, ?, 3%, -4%, /, 23µM*, 0.1%, -2%
O=C(NC1=NCCS1)c1ccccc1OCc1ccccc1Cl
  -24, -10%, -1%, 0%, 2%, 12%, -4%, 0%, 1%, -0.2%, -3%
O=C(CN1C(=O)NC2(CCCC2)C1=O)N1CCN(S(=O)(=O)c2ccccc2[N+](=O)[O-])CC1
  -1, -16%, 2%, 8%, -15%, -3%, -2%, -7%, 1%, 0.0%, -10%
O=C(O)CC1C(=O)NCCN1CCCc1ccccc1 (configuration not stated)
  -2, 3%, -6%, 2%, 6%, -2%, 0%, 10%, 22%, 0.2%, -3%
O=C1NC2(CCCCC2)CO1
  -15, -8%, 3%, 2%, -2%, 2%, 3%, 0%, 6%, 2.0%, 2%
CCc1ccc(NC(=O)Cn2cnc([N+](=O)[O-])c2)cc1
  0, -10%, 1%, -2%, -11%, -2%, -1%, 19%, 10%, -0.6%, -3%
CCOC(=O)C(NC(=O)CCl)(Nc1sc(C)c(CC)c1C#N)C(F)(F)F (configuration not stated)
  2, 4%, -4%, -1%, ?, -4%[46.1 µM], -2%, -2%, -21%, -0.6%, -1%
CCCCN(C(=O)/C=C/c1ccc(OCC(C)C)c(OCC)c1)c1c(N)n(CCC)c(=O)[nH]c1=O
  -1, 1%, 2%, 12%, 5%, /, -1%, -1%, 15%, -0.1%, 1%
CCOC(=O)c1cccc(S(=O)(=O)N(CCO)Cc2cc3cc(OC)ccc3[nH]c2=O)c1
  9, -16%, -5%, 0%, ?, /, /, 9%, ?, 0.1%, -5%
Cn1c(=O)oc2cc(S(=O)(=O)NCc3ccncc3)ccc21
  -1, 9%, -1%, 0%, ?, /, -4%, -2%, ?, -1.6%, 3%
